TSG101-PTAP inh = blocks PTAP/TSG101 interaction to inhibit HIV-1 budding | Q99816 | Fluorescence polarization, FITC-PTAP peptide / Tsg101 binding | Potency, µM (titrated, usually from 115 µM), inactives show top-dose activity change, negative = inhibition, hits mostly inhibitors | 340,000 tested, under 10 active; active = well fitted inhibition curve with a large enough effect in the main read-out, with a control signal flat, not every such curve was filed as active; inconclusive = small, poorly fitted or top-dose-only effect, or effect the other way, or a change in a side signal; inactive = no such curve, though single readings can be large or run the other way; note: potency is the fitted concentration of half-maximal effect; % of control where 0% means no effect
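Compounds were pin-transferred onto Tsg101 binding domain (10 uM final) in HEPES pH 7.5 buffer, then FITC-PTAP peptide was added at 50 nM final. After 20 min at RT, polarization reported peptide displacement across a qHTS concentration series.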
Menin MLL FP TR = displaces Texas Red mutant MLL peptide from human menin. O00255. Menin + Texas Red MLL mutant peptide, fluorescence polarization. Potency, µM (series often up to 61.6 µM), for inactives: at the highest dose FP activity change, negative = inhibition, usual class: inhibitors. 270,000 tested, 0.23% active. AID 1768; active = well fitted inhibition curve with a large enough effect in the polarisation, with a control signal flat, not every such curve was filed as active; inconclusive = small, poorly fitted or top-dose-only effect, or effect the other way, or a change in a side signal; inactive = no such curve, though single readings can be large or run the other way; the % refers to the polarisation; note: potency is the fitted concentration of half-maximal effect; % of control where 0% means no effect; many of its hits are not listed in these tables
Target sequence (O00255 whole entry, looked up): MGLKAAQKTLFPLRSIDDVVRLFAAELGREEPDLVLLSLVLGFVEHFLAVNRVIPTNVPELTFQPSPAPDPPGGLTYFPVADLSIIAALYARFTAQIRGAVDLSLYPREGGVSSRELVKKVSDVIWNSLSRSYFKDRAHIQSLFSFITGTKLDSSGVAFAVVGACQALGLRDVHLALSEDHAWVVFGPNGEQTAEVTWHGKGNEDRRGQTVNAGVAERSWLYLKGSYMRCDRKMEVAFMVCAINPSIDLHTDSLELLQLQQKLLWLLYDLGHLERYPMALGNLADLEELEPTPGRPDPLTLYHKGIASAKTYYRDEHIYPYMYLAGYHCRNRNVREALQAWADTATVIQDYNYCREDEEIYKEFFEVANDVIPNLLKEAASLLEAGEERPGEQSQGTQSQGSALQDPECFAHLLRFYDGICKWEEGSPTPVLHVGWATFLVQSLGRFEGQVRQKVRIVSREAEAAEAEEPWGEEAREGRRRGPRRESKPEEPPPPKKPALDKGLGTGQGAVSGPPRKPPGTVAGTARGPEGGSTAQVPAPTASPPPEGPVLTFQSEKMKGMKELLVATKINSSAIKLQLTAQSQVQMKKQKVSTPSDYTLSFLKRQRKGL
PKM2 act = activators of human pyruvate kinase M2; P14618; purified PKM2, Kinase-Glo ATP luminescence, activation; response scale: 0% is enzyme alone, no compound; Potency, µM (top dose mostly 57.5 µM), without a hit: at the top dose activation, actives largely listed as activators; 260,000 tested, 0.34% active; AID 1631; note: potency is the fitted concentration of half-maximal effect; % is set by controls: 0 for no effect and ±100 for the full control effect; nearly all actives have a fitted effect of over 55% in size
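ATP formation by purified human PK-M2, quantified via coupled luciferase luminescence after 1 h at room temperature with 0.1 mM ADP and 0.5 mM PEP final.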
ASM inhibitor = blocks human secretory acid sphingomyelinase; P17405; placental ASM, HMU-PC fluorogenic substrate, 60 min; Potency, µM (top dose mostly 57.5 µM), without a hit: at the top dose activity change, negative = inhibition, most hits filed as inhibitors; 340,000 tested, 0.006% active; AID 504937; note: potency is the fitted concentration of half-maximal effect
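Fluorogenic HMU-PC substrate (9 uM final) is turned over by placental ASM in 60 min at 37 C after a 10 min compound preincubation. Reaction ended by alkaline stop (pH 10), with fluorescence read at 386/447 nm.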
GALK inhibitor = blocks human galactokinase activity; Potency, µM (top dose mostly 57.5 µM), without a hit: at the highest dose activity change, negative = inhibition, actives largely listed as inhibitors; P51570; Purified GALK, Kinase-Glo residual ATP luminescence; 270,000 tested, 0.007% active; note: potency is the fitted concentration of half-maximal effect; % is set by controls: 0 for no effect and ±100 for the full control effect
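Human GALK (5 nM) with 35 uM ATP and 100 uM galactose in 20 mM HEPES pH 8.0, 5 mM MgCl2, 60 mM NaCl, 1 mM DTT, 0.01% BSA. After 1 h at room temperature, leftover ATP was read by Kinase-Glo Plus luminescence.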
B2AR arrestin = recruits beta-arrestin to the human beta2-adrenergic receptor; P07550; beta-arrestin recruitment to beta2AR, cell-based reporter; Potency, µM (doses to about 46.1 µM), for the others: at the top dose activation, actives largely listed as activators; 330,000 tested, 0.02% active; AID 492947;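 note: potency is the fitted concentration of half-maximal effect; 0% = DMSO controls and full agonism = EC100 isoproterenol or metaproterenol; nearly all actives have a fitted effect of over 65% in size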
Target sequence (P07550 whole entry, looked up): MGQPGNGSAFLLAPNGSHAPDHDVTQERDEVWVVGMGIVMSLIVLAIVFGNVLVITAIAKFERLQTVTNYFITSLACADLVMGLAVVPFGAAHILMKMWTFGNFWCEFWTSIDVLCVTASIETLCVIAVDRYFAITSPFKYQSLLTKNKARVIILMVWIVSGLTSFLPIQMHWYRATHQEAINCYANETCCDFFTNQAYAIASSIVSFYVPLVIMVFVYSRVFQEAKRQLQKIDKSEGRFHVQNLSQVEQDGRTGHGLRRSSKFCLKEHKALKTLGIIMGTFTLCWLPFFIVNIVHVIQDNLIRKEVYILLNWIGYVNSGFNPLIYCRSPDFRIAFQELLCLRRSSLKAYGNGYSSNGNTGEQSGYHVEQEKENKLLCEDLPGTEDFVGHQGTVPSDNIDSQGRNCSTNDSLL
Coupling enz = counter-screen for Giardia aldolase inhibitors: coupling enzyme system. coupling enzyme system counterscreen, AmpLite Red fluorescence. activity change, negative = inhibition, % at 58.2 µM, hits read low. 290,000 tested, 0.67% active. AID 2472; in the data active = activity change below about -30%; note: % is set by controls: 0 for no effect and ±100 for the full control effect
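Coupling enzymes only (glyceraldehyde-3-phosphate) + compound, at 57.5 uM final, 10 min RT; add substrate/coupling/AmpLite Red mix, 20 min RT; fluorescence ex 525/em 598 nm. Actives flag coupling-system interference.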
Chronic BCR inh = blocks chronic active B-cell receptor signaling. ABC-DLBCL IkBa-CBG/CBR reporter, luminescence ratio, 4 h. Potency, µM (top dose mostly 46.1 µM), inactives show at the top dose ratio change, negative = lower green/red ratio, actives largely listed as inhibitors. 340,000 tested, 0.05% active. AID 493014; active = well fitted inhibition curve with a large enough effect in the signal ratio, with a control signal flat, not every such curve was filed as active; inconclusive = small, poorly fitted or top-dose-only effect, or effect the other way, or a change in a side signal; the % refers to the signal ratio;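 note: potency is the fitted concentration of half-maximal effect; plate controls were basal doxycycline-induced cells for no effect and cells given 10 µM MG132 for full effect; MG132 reads +100%, hits lower the ratio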
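Compounds up to 46 uM were incubated four hours with TMD8 cells whose green CBG68 luciferase is fused to IkappaBalpha; red CBR luminescence normalised the signal, and concentration-effect curves were fitted to fusion, red and ratio data.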
Integrin act MD = activates integrin-mediated alleviation for muscular dystrophy; alpha7betagal myoblasts, beta-gal FDG fluorescence, 48 h; 350,000 tested, 0.064% active; Potency, µM (top dose mostly 38.3 µM), inactives show at the top dose activation, most hits filed as activators;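 note: potency is the fitted concentration of half-maximal effect; 100% = response of the positive control SU9516; nearly all actives have a fitted effect of over 60% in size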
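Alpha7betagal+/- myoblasts (passage 13) were plated 16-24 hr, then exposed to compounds (1:260 dilution of DMSO stock) for 48 hours at 37C. After MPER lysis, β-galactosidase reporter activity was read as FDG fluorescence (ex 480/em 540) after 30 minutes.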
Giardia killer = kills Giardia lamblia; 340,000 tested, 0.15% active; activity change, % at 7.66 µM, hits read low; Giardia lamblia trophozoite viability; AID 540267; in the data active = activity change below about -80%; inconclusive = between about -30% and that limit;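 note: parasites exposed to compound for two days anaerobically before the ATP read; % is set by controls: 0 for no effect and ±100 for the full control effect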
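ATP-content bioluminescence gauges trophozoite survival. Cells (100/well) receive compound and incubate anaerobically for 48 hrs at 37 deg C; detection reagent follows for 15-30 min at room temperature.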
Tb PFK inh = blocks T. brucei phosphofructokinase. O15648. T. brucei PFK, ADP-Glo luminescence. Potency, µM (highest dose often 57.5 µM), for the others: at the top dose activity, negative = inhibition, actives largely listed as inhibitors. 330,000 tested, 0.17% active. AID 485367;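 note: potency is the fitted concentration of half-maximal effect; 0% = uninhibited 1x PFK enzyme wells and -100% = no-enzyme wells; nearly all actives have a fitted effect of over 60% in size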
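Luminescent ADP detection (ADP-Glo, two-step: ATP depletion then ADP-to-ATP conversion for luciferase) reported PFK activity after 45 min room-temperature reaction of 1.25 nM enzyme with 0.5 mM F6P and 0.1 mM ATP at pH 8.0.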
The depositor's hits bear a star; ? = inconclusive; / = no result given; & = joins results of further samples; [ ] = another dose, or the depositor's remark. Unless noted, calls come from the whole dose curve; as a rule, active = well fitted curve in the direction sought with a large enough effect; inconclusive = small, poorly fitted or top-dose-only effect, or another doubt; inactive = no such curve, though single readings can be large; an effect the other way counts as inactive or inconclusive. This is a subset; count on the stated rates, not on these rows.

SMILES	TSG101-PTAP inh	Menin MLL FP TR	PKM2 act	ASM inhibitor	GALK inhibitor	B2AR arrestin	Coupling enz	Chronic BCR inh	Integrin act MD	Giardia killer	Tb PFK inh
COc1cc(CNCc2ccncc2)cc(Br)c1OCc1ccccc1F	-7%	?	3%	-4%	1%	3.4%	2	4%	-9%[7.66 µM]	7	-1%
Cc1nc(NCCN)c(C#N)c2c1COC(C)(C)C2	0%	0%	11%	3%	-2%	3.2%	-1	-4%	-30%	3	0%
Cc1cc(C(=O)Nc2ccccc2Cl)n(-c2ccccc2)n1	0%	9%	/	-2%	-3%	0.2%	0	?	13%	-6	-1%
Cc1ccc(Nc2nc(N)nc(CN3CCCCCC3)n2)cc1	-2%	7%	1%	-2%	-3%	-0.1%	0	11%	-1%	0	-2%
CC(=O)c1cccc(NC(=O)CN(C)S(=O)(=O)c2cccc3nsnc23)c1	0%	16%	/	-1%	2%	0.0%	-2	-6%	0%	-2	-2%
Cc1ccc(Sc2ncccc2C(=O)NCc2cc([N+](=O)[O-])ccc2O)cc1C	-1%	/	/	-6%	-7%	0.0%	/	-10%	0%	-9	0%
O=C(Cn1cnc2c(cnn2-c2ccc(F)cc2)c1=O)NCC1CCCO1 (stereo not given)	-1%	0%	-2%	-1%	0%	-0.6%	-3	3%	2%	-7	4%
O=C(Cc1ccccc1)Nc1cccc(-c2nnc(-c3ccco3)o2)c1	-7%	/	0%	-8%	-8%	-0.5%	5	5%	-8%	12	6%
Cc1c(C=O)c2ccccc2n1CC(=O)NCc1ccc2c(c1)OCO2	3%	-12%	-5%	-3%	2%	0.0%	3	2%	26%	-23	0%
N#Cc1c(-c2ccccc2)nc(-c2ccncc2)[nH]c1=O	3%	10%	3%	5%	6%	-0.3%	15	-4%	5%	3	0%
CC1CC1C(=O)Nc1ccc(-c2ccccc2)cc1 (stereo not given)	-1%	?	-20%	1%	3%	0.4%	-6	?	-24%	11	-3%
COc1cccc(C(=O)Nc2c(F)c(F)c(F)c(F)c2F)c1	-3%	-10%	0%	2%	1%	0.2%	1	?	5%	2	-2%
COCCn1c(COc2ccccc2)nnc1SCC(N)=O	-6%	-23%	0%	-1%	-1%	0.1%	0	8%	-17%	30[activator]	1%
CC(=O)c1c(N2CCCC2)nc(=S)n(-c2ccccc2)c1C	0%	-11%	-12%	3%	0%	0.5%	4	?	-29%	1	-3%
N#C/C(=C/c1ccc(-c2ccccc2)o1)c1nc(-c2cccs2)cs1	?	?	-11%	-18%	/	-0.3%	-3	5%	-23%	-11	0%
CCOC(=O)c1ccc[n+](CC(=O)Nc2cc(C(F)(F)F)ccc2Cl)c1	1%	?	3%	1%	-2%	-0.2%	2	0%	34%	?	1%
COc1cc2c(c(OC)c1)C(c1ccncc1)CC(=O)N2 (stereo not given)	-5%	-12%	0%	0%	2%	0.0%	-5	2%	18%	-4	-5%
Cc1cc(C)nc(Nc2ccc(F)cc2)n1	-1%	3%	-2%	-4%	-7%	1.0%	-1	2%	35%	-17	-5%
CNC(=O)c1ccsc1NC(=O)CCS(=O)(=O)c1ccc(Cl)cc1	-1%	/	/	0%	/	-0.2%	/	-10%	-49%[inhibitor]	8	0%
CC(C)(C)OC(=O)NCCc1nnc(S(=O)(=O)Cc2ccc(Cl)cc2Cl)o1	-2%	-6%	-2%	1%	7%	-0.2%	4	?	-48%[inhibitor]	6	-3%
O=C(CSCc1ccc([N+](=O)[O-])cc1)NC1CC2CCC1C2 (stereo not given)	-1%	-9%	-19%	4%	0%	-1.0%	1	17%	-8%	7	0%
CN(C)/C=N/c1ncc(C(=O)c2ccc(-c3ccccc3)cc2)s1	-6%	30%[activator]	7%	130%[activator]	2%	-0.1%	-2	?	25%	6	6%
O=C(O)CSc1cccc2cccnc12	-5%&-2%	1%[11.7 µM]	-13%&20%	26%&13%	0%&-1%	13%&-0.1%	-2&-7	?	24%&-7%	21&-19	5%&2%
Cc1ccc(-n2c3nc(=O)[nH]c(=O)c-3cc3cc([N+](=O)[O-])ccc32)cc1	0%	?	-19%	40%[activator]	-12%	0.2%	-34*	?	-43%[inhibitor]	-10	0%
CCOc1cc(C(=O)Nc2c3c(nn2C(C)(C)C)CS(=O)C3)cc(OCC)c1OCC (stereo not given)	6%	-9%	6%	6%	0%	0.4%	-1	8%	22%	21	-4%

Some of the entries above, set out differently:
Compound | TSG101-PTAP inh | Menin MLL FP TR | PKM2 act | ASM inhibitor | GALK inhibitor | B2AR arrestin | Coupling enz | Chronic BCR inh | Integrin act MD | Giardia killer | Tb PFK inh
COCCn1c(COc2ccccc2)nnc1SCC(N)=O | -6% | -23% | 0% | -1% | -1% | 0.1% | 0 | 8% | -17% | 30[activator] | 1%
CC(=O)c1c(N2CCCC2)nc(=S)n(-c2ccccc2)c1C | 0% | -11% | -12% | 3% | 0% | 0.5% | 4 | ? | -29% | 1 | -3%
N#C/C(=C/c1ccc(-c2ccccc2)o1)c1nc(-c2cccs2)cs1 | ? | ? | -11% | -18% | / | -0.3% | -3 | 5% | -23% | -11 | 0%
CCOC(=O)c1ccc[n+](CC(=O)Nc2cc(C(F)(F)F)ccc2Cl)c1 | 1% | ? | 3% | 1% | -2% | -0.2% | 2 | 0% | 34% | ? | 1%
COc1cc2c(c(OC)c1)C(c1ccncc1)CC(=O)N2 (stereo not given) | -5% | -12% | 0% | 0% | 2% | 0.0% | -5 | 2% | 18% | -4 | -5%
Cc1cc(C)nc(Nc2ccc(F)cc2)n1 | -1% | 3% | -2% | -4% | -7% | 1.0% | -1 | 2% | 35% | -17 | -5%
CNC(=O)c1ccsc1NC(=O)CCS(=O)(=O)c1ccc(Cl)cc1 | -1% | / | / | 0% | / | -0.2% | / | -10% | -49%[inhibitor] | 8 | 0%

The listing continues:
SMILES	TSG101-PTAP inh	Menin MLL FP TR	PKM2 act	ASM inhibitor	GALK inhibitor	B2AR arrestin	Coupling enz	Chronic BCR inh	Integrin act MD	Giardia killer	Tb PFK inh
CCOC(=O)/C(=C/c1ccccc1)NC(=O)c1ccco1	1%	0%	3%	-3%	0%	-0.7%	7	5%	1%	2	0%
COc1cc(C2NC(=O)NC(C)=C2C(=O)OCc2ccccc2)ccc1O (stereo not given)	0%	1%	-8%	3%	1%	-0.4%	-9	-21%	22%	72[activator]	-5%
Cc1noc(C)c1CSCC(=O)N(C)CC(=O)Nc1ccc(F)c(F)c1F	-1%	/	/	2%	/	0.1%	/	3%	6%	9	22%
Cc1cc(C)n(C(=O)COc2ccc([N+](=O)[O-])cc2)n1	-2%	5%	-8%	2%	3%	-0.2%	-1	1%	1%	2	1%
CCOc1ccccc1NC(=O)CN(c1ccc(OC)cc1OC)S(=O)(=O)c1ccccc1[N+](=O)[O-]	-1%	30%[activator]	4%	1%	1%	0.0%	1	0%	-7%	-16	-1%
Cc1cccc(OC(C)C(=O)N2CCN(Cc3ccc4c(c3)OCO4)CC2)c1 (stereo not given)	-1%	/	-7%	4%	-2%	-0.1%	/	-8%	23%	11	0%
COC(=O)c1ccc(CNC(=O)COC(=O)CC23CC4CC(CC(Br)(C4)C2)C3)cc1	-1%	-18%	-18%	-17%	-3%	-1.1%	0	-2%	-4%	-15	-2%
c1ccc2cc3c(NCCN4CCOCC4)ccnc3cc2c1	-2%	?	4%	/	2%	0.4%	-52*	15%	-62%	-97*	-2%
COc1ccc(CNC(=O)C(C)Sc2ccc(C)cc2)cc1 (stereo not given)	-5%	?	-2%	0%	0%	-0.1%	-1	-2%	-13%	-20	2%
CCCCNC(=O)n1c(SC)nc2ccccc21	-2%	-4%	-7%	5%	1%	-0.1%	1	-24%	31%	-12	-6%
O=C(CSc1nc2ccccc2s1)NNC(=O)Nc1ccc(Cl)c(Cl)c1	-2%	?	0%	-21%	-1%	-0.2%	0	?	3%	0	-9%
CC(CC(=O)NC1CCCC1)c1ccccc1 (stereo not given)	-4%	-1%	1%	2%	-4%	-0.3%	/	0%	-14%	-17	-2%
COc1ccccc1OCCCCCNCCO	2%	-3%	-9%	-2%	3%	2.8%	0	-4%	27%	-3	-1%

Bioassay records deposited in PubChem by National Center for Advancing Translational Sciences (NCATS).
